Sm TGR block: S. mansoni TGR enzyme inhibition. Q962Y6. 360,000 tested, 3% active. AID 485364. Potency, µM (doses to about 114 µM), for the others: at the top dose activity change, negative = inhibition, hits mostly inhibitors. purified TGR, DTNB reduction, TNB absorbance 405 nm; also: potency is read from the fitted curve at half-maximal effect; % is scaled to controls: 0 for no effect and ±100 for the full control effect; nearly all actives have a fitted effect of over 60% in size
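Kinetic colorimetric format: TGR-catalysed, NADPH-driven DTNB reduction monitored via TNB absorbance. Enzyme dispensed at 20 nM; compound exposure 15 min at room temperature before reaction start.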
FBPA Giardia inh: inhibitors of Giardia lamblia fructose-1,6-bisphosphate aldolase; A8B2U2; purified Giardia FBPA; Potency, µM (top dose mostly 59.6 µM), for the others: top-dose activity, negative = inhibition, most hits filed as inhibitors; 290,000 tested, 0.71% active; AID 2451; also: potency is read from the fitted curve at half-maximal effect; % is scaled to controls: 0 for no effect and ±100 for the full control effect; nearly all actives have a fitted effect of over 55% in size
Target sequence (A8B2U2 whole entry, looked up): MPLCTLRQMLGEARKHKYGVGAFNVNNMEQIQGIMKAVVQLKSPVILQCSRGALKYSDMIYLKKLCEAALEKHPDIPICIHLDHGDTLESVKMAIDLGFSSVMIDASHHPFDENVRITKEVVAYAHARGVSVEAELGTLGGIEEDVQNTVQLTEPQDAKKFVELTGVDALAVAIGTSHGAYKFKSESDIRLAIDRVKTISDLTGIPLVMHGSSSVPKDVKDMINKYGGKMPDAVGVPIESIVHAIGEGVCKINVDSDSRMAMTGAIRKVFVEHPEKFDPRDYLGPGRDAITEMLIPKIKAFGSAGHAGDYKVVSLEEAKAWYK
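Giardia FBPA (40 nM reagent) was preincubated 10 min at RT with compound (up to 57.5 uM final), then substrate plus GAPDH/TPI/NAD/arsenate coupling system with diaphorase/resazurin was added; resorufin fluorescence (525/598 nm) was read after 20 min.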
Shiga toxin inh: blocks Shiga toxin action in Vero cells; Vero cells, Shiga toxin protein synthesis inhibition reporter; inhibition, % at 38.7 µM; 290,000 tested, 9.2% active; AID 2315; in the data active = inhibition mostly above about 28%, no sharp cut-off; inactive = mostly below about 43%; also: 0% is about no effect
Cycloheximide cs: affects cycloheximide protein synthesis inhibition readout, counter-screen; cell reporter, cycloheximide protein synthesis inhibition counterscreen; max response, %; 300,000 tested, 12% active; AID 2314; in the data active = max response mostly above about 13%, no sharp cut-off; inactive = mostly below about 14%; also: read at 38.3 µM for the half of the compounds with a filed dose; 0% is about no effect
Pf growth 48h: P. falciparum growth inhibition at 48 hours (one generation) | P. falciparum luciferase growth in erythrocytes, 48 h | Potency, µM (titrated, usually from 28.7 µM), inactives show top-dose activity change, negative = inhibition, most hits filed as inhibitors | 310,000 tested, 5.9% active | AID 504832; also: potency is read from the fitted curve at half-maximal effect; % is scaled to controls: 0 for no effect and ±100 for the full control effect
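First compound was added to culture medium, then infected red cells at 0.1% parasitemia and 2% hematocrit (final). After incubation at 37 C under 5% CO2, luciferase detection reagent was dispensed and light output recorded.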
Pf growth 96h: P. falciparum growth inhibition at 96 hours; P. falciparum luciferase reporter growth, 96 h; AID 504834; Potency, µM (highest dose often 28.7 µM), for the others: at the highest dose activity change, negative = inhibition, usual class: inhibitors; 320,000 tested, 6.9% active; also: potency is read from the fitted curve at half-maximal effect; % is scaled to controls: 0 for no effect and ±100 for the full control effect
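Delayed-death screen, second-generation endpoint: infected erythrocytes, 2% hematocrit, 0.05% parasitemia final; 96 hours at 37 C, 5% CO2; luciferase detection reagent; luminescence decrease equals reduced growth.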
Starred values were filed as active, the others as inactive; ? = inconclusive; . = no result given; & = joins results of further samples; [ ] = dose if it differs, or a comment. Unless noted, calls follow the shape of the dose curve; as a rule, active = well fitted curve in the direction sought with a large enough effect; inconclusive = small, poorly fitted or top-dose-only effect, or another doubt; inactive = no such curve, though single readings can be large; an effect the other way counts as inactive or inconclusive.

entry	Compound	Sm TGR block	FBPA Giardia inh	Shiga toxin inh
1	O=C(Nc1ccc2oc(-c3cccnc3)nc2c1)c1ccc2c(c1)OCCO2	64%[activator]	-6%	20
2	O=C(NNC(=O)c1ccc([N+](=O)[O-])cc1)NC1CCCCC1	12%	1%	-5
3	COc1ccc2c(COC(=O)CCS(=O)(=O)c3ccc(C)cc3)cc(=O)oc2c1	-1%	.	.
4	CC1CC(C)CN(c2ncc3c(n2)CC(c2ccccc2Cl)CC3=O)C1 (stereo not drawn)	2%	-5%	-9
5	O=C(Nc1cccc(C(F)(F)F)c1)c1cc(S(=O)(=O)N2CCCCC2)ccc1N1CCOCC1	-10%	-3%	-1
6	Cc1cc(NS(=O)(=O)c2ccccc2)c([N+](=O)[O-])cc1C	-8%	15%	-3
7	CC(C)(C)c1ccccc1NC(=O)COC(=O)CN1C(=O)NC2(CCCC2)C1=O	?	.	.
8	COC(=O)c1ccc(S(=O)(=O)N2CCCCCC2)n1C	-3%	6%	7
9	CC1(C)Cc2ccccc2-c2nc(NCCCO)[nH]c(=O)c21	13%	10%	7
10	CC(=O)N1CCC(N(CCN2CCOCC2)C(=S)Nc2cccc(C)c2C)CC1	1%	-2%	-2
11	CCSC(=N)N	0%	3%&3%&7%	.
12	CCOc1c2ccccc2nn1CCOC	-9%	.	.
13	COc1ccc(C(=O)Nc2c(N)nc(SCC(=O)c3ccccc3)[nH]c2=O)cc1	-2%	.	6
14	COc1ccc(/C=C2\SC(=O)N(CCC(=O)N3CCCCC3)C2=O)cc1OC	2%	.	-5
15	CCOC(=O)N1CCN(Cc2nc3c(c(=O)[nH]c(=O)n3C)n2CCCc2ccccc2)CC1	1%	2%	-12

entry	Cycloheximide cs	Pf growth 48h	Pf growth 96h
1	26	8.3µM*	?
2	1	-2%	43%[activator]
3	.	1%	-3%
4	-1	10µM*	15µM*
5	1	?	?
6	4	2%	-4%
7	.	0%	25%
8	1	-9%	15%
9	-3	50%[activator]	66%[activator]
10	-2	21%	2%
11	.	12%	13%
12	.	19%	56%[activator]
13	9	10%	?
14	8	?	-8%
15	-6	?	?

Whole records, quoted from the list:
COC(=O)c1ccc(S(=O)(=O)N2CCCCCC2)n1C in the list: Sm TGR block: -3%; FBPA Giardia inh: 6%; Shiga toxin inh: 7; Cycloheximide cs: 1; Pf growth 48h: -9%; Pf growth 96h: 15%
O=C(Nc1cccc(C(F)(F)F)c1)c1cc(S(=O)(=O)N2CCCCC2)ccc1N1CCOCC1 in the list: Sm TGR block: -10%; FBPA Giardia inh: -3%; Shiga toxin inh: -1; Cycloheximide cs: 1; Pf growth 48h: ?; Pf growth 96h: ?
CC(=O)N1CCC(N(CCN2CCOCC2)C(=S)Nc2cccc(C)c2C)CC1 in the list: Sm TGR block: 1%; FBPA Giardia inh: -2%; Shiga toxin inh: -2; Cycloheximide cs: -2; Pf growth 48h: 21%; Pf growth 96h: 2%

More structures
entry	Compound	Sm TGR block	FBPA Giardia inh	Shiga toxin inh
16	O=C(N/N=C/c1ccc(O)c([N+](=O)[O-])c1)C(O)(c1ccccc1)c1ccccc1	-18%	-12%	-3
17	C=CCn1c(SCC(=O)Nc2ccc(OC)cc2)nc2ccccc2c1=O	1%	2%	19
18	CCOC(=O)c1cnc(COc2ccccc2Cl)[nH]c1=O	9%	-3%	-7
19	O=C(CSc1nc(O)cc(=O)n1-c1ccc(Cl)c(Cl)c1)Nc1ccc(Cl)cc1Cl	-18%	.	-27
20	CCN(C(=O)c1cc2ccccc2oc1=O)c1ccccc1	1%	-3%	42
21	C=C(C)CSc1nnc(-c2ccc(C)cc2)n1N	-3%	0%	130*
22	Cc1ccc2cc(CN(Cc3cccs3)Cc3nnnn3C(C)(C)C)c3nnnn3c2c1	12%	6%	-17
23	CCOc1ccccc1-n1c(SCC(N)=O)nnc1-c1ccco1	?	3%	-30
24	COC(CNC(=O)c1ccc2c(c1)ncn2C1CCCCCC1)OC	-20%	8%	4
25	CC(=O)Nc1nc2n(n1)C(c1ccccc1)C=C(c1ccccc1)N2 (stereo not drawn)	4µM*	-18%	-14
26	CCCCN(C(=O)C1CC(=O)N(c2ccc(OC)cc2OC)C1)c1c(N)n(CC(C)C)c(=O)[nH]c1=O (stereo not drawn)	-18%	-8%	-4
27	CCCC(=O)Nc1cc(-c2cn3cccnc3n2)ccc1OC	-35%	0%	-11
28	O=C(O)c1ccccc1C(=O)OCc1c(-c2ccccc2)ncc2ccccc12	?	.	.
29	O=C(Nc1ccc(Cl)cc1)NC1CCCCC1Cc1ccco1 (stereo not drawn)	-13%	0%	-7
30	COc1ccc(C(CNC(=O)COc2ccccc2)N2CCCCC2)cc1 (stereo not drawn)	-4%	.	.

entry	Cycloheximide cs	Pf growth 48h	Pf growth 96h
16	-3	49%[activator]	-16%
17	1	-3%	105%[activator]
18	-4	2%	30%[activator]
19	1	-1%	2%
20	24*	.	.
21	38*	89%[activator]	.
22	-2	-20%	8%[5.75 µM]
23	3	0%	31%[activator]
24	-3	-21%	?
25	-4	-5%	5.2µM*
26	3	-21%	-7%
27	1	56%[activator]	35%[activator]
28	.	0%	?
29	3	?	?
30	.	?	15µM*

entry	Compound	Sm TGR block	FBPA Giardia inh	Shiga toxin inh
31	COc1ccc2sc(N(CCN(C)C)C(=O)c3cc(Cl)sc3Cl)nc2c1	6%	-8%	37
32	Cc1ccc(S(=O)(=O)N2C(=O)[C@@H]3Cc4ccccc4CN3C2=O)cc1	-16%	6%	-11
33	Cc1cc(C)nc(NCCCc2ccccc2)n1	-1%	0%	7
34	Cc1ccccc1NC(=O)CSc1nc(O)cc(=O)n1C	-1%	4%	-9
35	CCc1nn(CCCC(=O)N2CCc3ccccc3C2)c(=O)c2cc3occc3n12	?	-6%	-15
36	COc1ccc(NC(=O)C(c2cc3c(cc2[N+](=O)[O-])OCO3)N(C)Cc2ccccc2)cc1 (stereo not drawn)	-12%	-30%	32
37	O=[N+]([O-])c1cnc2ccccn12	5%	-1%	-2
38	COc1ccc(N=C2SC(C(=O)N3CCN(c4ccccc4)CC3)CC(=O)N2C)cc1 (stereo not drawn)	4%	-1%	13
39	COc1ccc(CNC(=O)Cc2ccc(-c3ccccc3)cc2)cc1OC	3%	10%	-1
40	O=C1N/C(=N/S(=O)(=O)c2ccccc2)S/C1=C/c1cccnc1	-23%	14%	16
41	CCc1nc(C(N)=O)c2[nH]c(=O)n(-c3ccccc3F)c2n1	6%	-29%	-3
42	CCc1nc(NCC2CCCN2CC)c2nnn(Cc3ccccc3F)c2n1 (stereo not drawn)	4%	4%[12.9 µM]	-7
43	COCCOC(=O)c1cc(C(=O)c2cc(Cl)ccc2O)coc1=N	5%	0%	-17
44	C=CCn1c(O)c(N=NC(=S)Nc2ccc(OC)c(Cl)c2)c2ccccc21	0%	-7%	16
45	COC(=O)CCCCC1SCC(NC(=O)c2ccccc2)C1=O (stereo not drawn)	.	0%	-7

entry	Cycloheximide cs	Pf growth 48h	Pf growth 96h
31	18	56%[activator]	72%[activator]
32	9	29%	2%
33	-1	-27%	13µM*
34	-1	-7%	-3%
35	3	?	.
36	-3	?	?
37	0	10%	17%
38	2	?	?
39	-3	-8%	-18%
40	0	-3%	?
41	18	5%	35%[activator]
42	-3	?	.
43	-2	25%	3%
44	-3	3.7µM*	-19%
45	10	-2%	7%

Compounds above that contain a thiophene ring, fused or not:
entry	Compound	Sm TGR block	FBPA Giardia inh	Shiga toxin inh
22	Cc1ccc2cc(CN(Cc3cccs3)Cc3nnnn3C(C)(C)C)c3nnnn3c2c1	12%	6%	-17
31	COc1ccc2sc(N(CCN(C)C)C(=O)c3cc(Cl)sc3Cl)nc2c1	6%	-8%	37

entry	Cycloheximide cs	Pf growth 48h	Pf growth 96h
22	-2	-20%	8%[5.75 µM]
31	18	56%[activator]	72%[activator]

(continued)
entry	Compound	Sm TGR block	FBPA Giardia inh	Shiga toxin inh
46	COc1ccc(CCNC(=O)CCOc2ccc(C)cc2)cc1OC	-4%	.	-25
47	COCCCNC(=O)c1cccc2c(=O)c(C)c(-c3ccccc3)oc12	-18%	9%	-2
48	O=C1C2CCCN2C(c2cccc(Cl)c2)N1c1ccccn1 (stereo not drawn)	6%	3%	-21
49	CCOCCCNC(=O)c1cc2c(=O)n3cccc(C)c3nc2n1C	2%	2%	1
50	CCc1sc(NC(=O)C(C)C)nc1-c1ccccc1	6%	-5%	-7
51	CCc1ccc(CC)c(S(=O)(=O)Nc2ccc(O)c(C(=O)O)c2)c1	6%	12%	-7
52	CCOC(=O)c1sc(-c2ccc(C)cc2)c(C#N)c1C	-2%	3%	-2
53	Cc1ccc(C)c(NC(=O)c2ccccc2O)c1	7%	-1%	54
54	O=C(CCn1c(=O)c2cccn2c2cccnc21)NCc1cccc(Cl)c1	-8%	0%	11
55	Clc1cccc(-c2ccc(CNCc3ccccn3)o2)c1	13µM*	6%	81*
56	Cc1nc(N2CCCCC2)c2c(-c3cccs3)csc2n1	6%	15%	22
57	CC(=O)NCCC(=O)Nc1cc(S(=O)(=O)N2CCCCC2)ccc1N1CCCCC1	-3%	.	.
58	CC(=O)c1ccc(N=C2NC(=O)C(CO)(CO)S2)cc1	-8%	-16%	-2
59	COC(=O)c1coc(-c2ccc(C)cc2)c1C(=O)OC	-3%	11%	66*
60	CCOCCCn1c(=S)[nH]c2cc(C(=O)NCc3ccc(F)cc3)ccc2c1=O	-9%	-15%	-7

entry	Cycloheximide cs	Pf growth 48h	Pf growth 96h
46	5	-42%	-5%
47	0	-27%	?
48	-2	-1%	2%
49	-2	3%	17%
50	2	-13%	0%
51	-1	-16%	?
52	-2	39%[activator]	23%
53	22*	?	?
54	23	1%	?
55	32*	216%[activator]	?
56	4	1%	?
57	.	1.2µM*	1.2µM*
58	-2	-1%	?
59	39*	33%[activator]	120%[activator]
60	-5	11%	-3%

Another view of part of the listing above:
[51] CCc1ccc(CC)c(S(=O)(=O)Nc2ccc(O)c(C(=O)O)c2)c1
  Sm TGR block: 6%	FBPA Giardia inh: 12%	Shiga toxin inh: -7	Cycloheximide cs: -1	Pf growth 48h: -16%	Pf growth 96h: ?
[55] Clc1cccc(-c2ccc(CNCc3ccccn3)o2)c1
  Sm TGR block: 13µM*	FBPA Giardia inh: 6%	Shiga toxin inh: 81*	Cycloheximide cs: 32*	Pf growth 48h: 216%[activator]	Pf growth 96h: ?

(list continues)
entry	Compound	Sm TGR block	FBPA Giardia inh	Shiga toxin inh
61	O=C(CNS(=O)(=O)c1ccc(Cl)cc1)NNC(=O)c1cccnc1	-1%	-8%	-8
62	O=C(O)CN1CCN(Cc2ccc(F)cc2)C1=O	0%	5%	-10
63	O=C(NCc1cccs1)C1CC(=O)N(c2ccccc2)C1 (stereo not drawn)	2%	3%	-4
64	CCN(Cc1ccncc1)C(=O)CCc1ccccc1	2%	10%	-8
65	CCc1c(C(=O)N2CCN(c3ccccc3F)CC2)[nH]c(C)c1C(C)=O	3%	1%	-7
66	CCOc1cc(N2CCCC2)ccc1[N+](=O)[O-]	4%	0%	-1
67	CCCCCCOc1ccc(CN2CCN(C)CC2)cc1	-9%	-12%	134*
68	CN(Cc1ccccc1)c1nc2c(c(=O)[nH]c(=O)n2C)n1CCCSc1ncccn1	-2%	0%	-31

entry	Cycloheximide cs	Pf growth 48h	Pf growth 96h
61	-1	36%[activator]	5%
62	-5	-5%	42%[activator]
63	-1	-3%	-11%
64	-2	-7%	13µM*
65	-2	.	-15%
66	-3	10%	6.6µM*
67	41*	75%[activator]	-4%
68	-5	?	?

Assay outcomes from PubChem BioAssay.
